BaF3 parental: parental Ba/F3 viability inhibition as JAK2V617F counter-screen. inhibition, % at 5.6 µM. CellTiter-Glo ATP luminescence. 220,000 compounds, 1.1% hits;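 active = inhibition above a per-campaign cutoff, the mean inhibition of all tested compounds plus 3 SD, cut at about 27% in these data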;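 note: 0% = DMSO wells and 100% = JAK Inhibitor I control wells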
PERK inh: human PERK inhibition, primary cell-based screen; Q9NZJ5; CHO PERK-DD fusion, SEAP luminescence translation reporter; inhibition, % at 5.6 µM; 220,000 compounds, 0.17% hits; AID 1416;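 active = inhibition above the mean inhibition of all tested compounds plus 3 SD, set separately per screening campaign, cut at about 2.9% in these data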;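 note: PERK kinase domain activated by AP20187 dimerizer at 100 nM; 0% = DMSO with dimerizer and 100% = rapamycin at 8.4 µM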
S1P4 ag: activates the human S1P4 receptor; O95977; S1P4-expressing cell line, agonist reporter assay; activation, % at 4.98 µM; 220,000 compounds, 0.35% hits; AID 1509; in the data active = activation above about 11%;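 note: 0% = DMSO vehicle and 100% = reference agonist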
Ba/F3 V617F tox: reduce viability of Ba/F3 cells dependent on JAK2V617F. inhibition, % at 5.6 µM. 220,000 compounds, 1.1% hits. Ba/F3 EpoR-JAK2V617F viability, ATP luminescence. AID 1446;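 active = inhibition above the campaign mean plus 3 SD over all tested compounds, cut at about 24% in these data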;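 note: cytokine-independent growth of Ba/F3 cells driven by EpoR plus mutant JAK2; 0% = DMSO-treated cells and 100% = JAK inhibitor I control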
TRPML3 agonist: activates the human TRPML3 channel; HEK293 TRPML3-YFP, Fluo-8 calcium fluorescence; 100% = the carbachol control signal; 220,000 compounds, 0.29% hits; activation, % at 3 µM; Q8TDD5;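 active = activation above its plate's cutoff, the mean activation of the plate's test wells plus 3 SD, cut at about 12% in these data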;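 note: 0% = DMSO only wells and 100% = carbachol wells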
Target sequence (Q8TDD5 whole entry, looked up): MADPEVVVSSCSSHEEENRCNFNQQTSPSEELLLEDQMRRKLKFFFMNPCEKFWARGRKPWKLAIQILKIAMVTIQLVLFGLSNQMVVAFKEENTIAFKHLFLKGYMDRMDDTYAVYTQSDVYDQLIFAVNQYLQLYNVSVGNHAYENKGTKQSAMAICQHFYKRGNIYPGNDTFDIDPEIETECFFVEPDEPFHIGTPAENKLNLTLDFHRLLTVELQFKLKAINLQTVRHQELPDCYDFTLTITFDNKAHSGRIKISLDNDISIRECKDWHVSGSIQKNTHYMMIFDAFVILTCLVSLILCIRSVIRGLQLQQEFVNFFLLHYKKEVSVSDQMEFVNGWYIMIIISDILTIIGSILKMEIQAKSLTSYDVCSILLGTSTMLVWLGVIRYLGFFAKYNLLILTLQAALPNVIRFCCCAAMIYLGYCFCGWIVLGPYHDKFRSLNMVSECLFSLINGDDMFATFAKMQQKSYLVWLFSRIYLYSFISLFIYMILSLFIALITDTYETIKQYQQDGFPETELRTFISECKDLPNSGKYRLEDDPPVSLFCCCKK
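Test system: HEK293 cells stably carrying human TRPML3-YFP; Doses: single dose, 3 µM final nominal compound, 0.3% DMSO final; Schedule: dye loading 1 h 37 °C then 30 min ambient, 125 s read; Technique: Fluo-8 calcium fluorescence; Benchmarks: high control carbachol 87 µM, low control DMSO.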
EP2 mod: EP2 receptor (human) modulation; 260,000 compounds, 0.83% hits; P43116; AID 940; EP2-expressing cells, cAMP HTRF FRET, PGE2 co-stimulation; induction, % at 25 µM;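 active = compounds whose cAMP rise, as percent of the full-agonist control response, exceeds 60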;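 note: rat C6 glioma line stably carrying human EP2 under a CMV promoter; the protocol text gives 20 µM as final concentration; 100% = response of wells given 1 µM PGE2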
Target sequence (P43116 whole entry, looked up): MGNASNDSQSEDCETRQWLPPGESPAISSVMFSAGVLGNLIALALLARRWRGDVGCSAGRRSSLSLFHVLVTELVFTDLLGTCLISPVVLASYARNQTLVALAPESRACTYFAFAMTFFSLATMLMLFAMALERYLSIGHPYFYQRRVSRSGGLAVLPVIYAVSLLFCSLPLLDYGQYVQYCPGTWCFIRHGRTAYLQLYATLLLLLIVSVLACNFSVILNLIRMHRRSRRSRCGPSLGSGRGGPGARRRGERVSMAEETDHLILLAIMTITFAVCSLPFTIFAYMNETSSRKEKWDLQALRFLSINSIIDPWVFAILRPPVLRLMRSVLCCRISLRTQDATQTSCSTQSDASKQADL
m-calpain inh: blocks pig calpain II enzyme activity. purified calpain II, fluorogenic peptide substrate, 30 min. inhibition, % at 16 µM. 220,000 compounds, 0.37% hits. AID 1236;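 active = inhibition above about 50%, limit read from the data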
zfTRPN1 agonist: agonists of zebrafish TRPN1 channel; HEK293 zebrafish TRPN1-YFP, Fluo-8 calcium fluorescence; 100% = response to 87 µM carbachol; activation, % at 3 µM; AID 1424; 220,000 compounds, 0.18% hits;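 active = activation above its plate's cutoff, the mean activation of test wells on that plate plus 3 SD, cut at about 19% in these data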;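 note: 0% = DMSO alone and 100% = 87 µM carbachol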
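Material: zebrafish TRPN1-YFP in HEK293 cells. Doses: one dose of 3 µM, 0.3% DMSO. Incubation: dye 1 h 37 °C plus 30 min RT. Measured by: intracellular calcium fluorescence with Fluo-8.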
S1P4 antagonist: human S1P4 receptor antagonism; S1P4-expressing cells, antagonist mode, reporter read-out; O95977; AID 1510; inhibition, % at 4.98 µM; 220,000 compounds, 0.26% hits; in the data active = inhibition above about 29%;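 note: 0% = wells stimulated with agonist and 100% = vehicle wells without agonist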
* = called active by the depositor; & = joins results of further samples.

SMILES	BaF3 parental	PERK inh	S1P4 ag	Ba/F3 V617F tox	TRPML3 agonist	EP2 mod	m-calpain inh	zfTRPN1 agonist	S1P4 antagonist
CN(C(=O)CSc1nc2c(cnn2-c2ccccc2)c(=O)[nH]1)C1CCS(=O)(=O)C1 (configuration not stated)	6	1.9	-1.3	1	0.6	12	-28	0.6	-13
CN(C)c1ccc(/C=N/NC(=O)CCc2c[nH]c3ccccc23)cc1	2	-0.1	-0.8	-1	0.4	-54	-53	-1.2	-23
O=C(CC1C(=O)OCC2CCCCN21)Nc1ccccc1C(F)(F)F (configuration not stated)	1	0.2	1.6	-3	0.4	30	-33	-1.9	11
Cc1sc(NC(=S)NC(=O)C2CCCCC2)c(C(N)=O)c1C	1	0.3	1.1	-4	0.1	-55	-2	-0.1	6
CCCC(C)NC(=O)C1CCN(S(=O)(=O)c2ccccc2)CC1 (configuration not stated)	1	-1.5	3.3	-2	0.6	2	-15	-0.8	-10
COc1cccc(/C=N/NC(=O)c2ccc3nc[nH]c3c2)c1O	1	1.5	0.6	-4	0.6	-8	-5	0.4	-4
O=C(Nc1ccccc1)Nc1c(F)cccc1F	1	1.2	1.7	-3	0.7	-33	12	1.7	7
NS(=O)(=O)c1cccc(NC(=O)CSc2nc3nc(-c4cccs4)cc(C(F)(F)F)c3c(=O)[nH]2)c1	0	1.1	0.4	4	1.3	-2	-67	1.1	-13
CN1CCCC(OC(=O)c2cccc(Cl)c2)C1 (configuration not stated)	-4	1.9	-0.1	1	1.2	-21	14	1.6	9
O=C(Nc1cccc(OCC(=O)N2CCOCC2)c1)C1CCCCC1	6	1.1	0.2	-2	1.3	-73	-18	0.0	-9
CC(O)CN1C(=O)C(CC(=O)Nc2ccc(Cl)cc2)SC1=Nc1ccccc1 (configuration not stated)	0	-0.7	-0.6	-3	0.8	-23	10	1.3	-16
CCOCCCNC(=O)c1ccc(CS(=O)(=O)Cc2ccccc2F)o1	4	-0.5	1.1	0	0.9	11	-30	-0.5	-3
COc1cc2c(cc1OC)C(c1cccs1)N(C(=O)c1cccc(S(=O)(=O)N(C)C)c1)CC2 (configuration not stated)	-1	-2.2	-0.2	1	-0.5	-8	-13	0.2	18
Cc1cc(Nc2ccc(F)cc2)nc(N)n1	4	0.9	-1.2	1	5.0	-16	9	1.1	-6
CCN(CC)S(=O)(=O)c1ccc(OC(C)C)c(NC(=O)c2c3c(nc4ccccc24)CCN(Cc2ccccc2)C3)c1	5	-1.5	1.3	-2	0.9	-21	-2	-2.5	-7
O=C(NCc1ccccc1)c1ccccc1OCC(=O)N1CCCCC1	5	-1.0	-2.1	1	1.0	20	5	0.3	-3
COc1ccc(NC(=O)/C(=C/c2ccc3c(c2)OCO3)NC(C)=O)cc1	6	-1.4	-1.7	2	0.9	2	27	0.8	-24
O=C(C[n+]1ccccc1)Nc1ccccc1C(=O)O	-3	0.7	1.2	-5	0.5	21	3	-0.9	-7
COc1ccc2cc(-c3cc(C(=O)OCC(=O)Nc4c(C)n(C)n(-c5ccccc5)c4=O)c4ccccc4n3)ccc2c1	5	0.3	-0.5	-1	0.5	-8	-178	2.0	-8
CC(C)(C)NC(=O)c1cccc(NC(=O)c2cccc(O)c2)c1	0	0.6	2.4	-3	0.1	-8	26	0.4	-15
COc1ccc(S(=O)(=O)NCCSCc2ccccc2C)cc1Br	6	1.3	0.5	1	-0.2	-50	49	-0.6	7
CSCC[C@H](NC(=O)OC(C)(C)C)c1nnc(SCC=C(C)C)o1	3	-0.2	1.1	0	-0.8	0	15	-1.9	-4
COc1ccccc1-n1c(C)cc(/C=C2/C(=N)N3C(=NC2=O)SN=C3S(C)(=O)=O)c1C	10	0.3	0.5	3	0.9	26	-23	0.1	-2
COc1ccccc1OCC(=O)NNC(=O)c1cnccn1	2	0.4	-2.1	2	0.2	14	23	0.1	-11
COc1ccc(/C(C)=N\NC(=O)CSc2nnc(C)s2)cc1	4	0.8	-1.0	1	0.8	10	-1	0.8	1
(list continues)
SMILES	BaF3 parental	PERK inh	S1P4 ag	Ba/F3 V617F tox	TRPML3 agonist	EP2 mod	m-calpain inh	zfTRPN1 agonist	S1P4 antagonist
COC(=O)c1ccc(N2CCCCC2)c(N)c1	6	1.1	2.2	-3	-0.6	28	-9	0.2	-1
COC(=O)c1ccc(N=NN2CCOCC2)cc1	-1	0.9	-0.7	-3	-0.2	2	15	2.2	-5
CCOC(=O)NC(=O)c1cn(C(CC)CO)c(=O)[nH]c1=O (configuration not stated)	4	1.8	-0.1	0	1.0	26	-6	0.6	-3
COc1ccc2c(c1)c1ncn(Cc3ccccn3)c(=O)c1n2C	0	-1.9	-0.4	2	0.3	-14	-310	-1.3	0
COc1ccc(OC)c(-n2c(-c3cc(-c4ccco4)[nH]n3)n[nH]c2=S)c1	5	1.6	1.2	1	1.0	21	-22	1.0	-15
c1nnc2c3c4c(sc3ncn12)CCCC4	7	0.1	-3.5	6	0.6	20	-11	0.7	-6
O=C(Cn1cncn1)NCc1cccc2ccccc12	7	1.6	0.9	-2	0.3	10	-19	-0.2	-6
CC(=O)c1cc2c(cc1NC(=O)CCC1CCCC1)OCO2	7	0.2	0.3	2	0.6	5	8	1.2	3
O=C(c1ccc(F)cc1)N1CCC(c2ccccc2)C1 (configuration not stated)	-9	0.9	-0.7	1	0.2	-23	-24	0.1	-12
Cn1c(=O)n(CCOc2ccc(Cl)cc2Cl)c2ccccc21	3	0.3	1.4	0	0.9	51	-23	1.7	3
C/C(=N\NC(=O)COc1ccccc1-c1ccccc1)c1ccc(O)cc1O	-11	0.8	0.2	4	-1.1	12	-38	-0.4	-1
CC(C)c1nc(Cl)c(C#N)c2c1COC(C)(C)C2	3	0.1	2.2	-2	0.6	30	-12	-1.0	-6
O=C(CSc1ncn[nH]1)NC1CCCc2ccccc21 (configuration not stated)	6	1.1	-0.4	-1	0.7	3	10	0.0	2
Cc1cccc(N(CC(=O)NC2CCCCC2)C(=O)Cn2nnc(-c3ccc(C)o3)n2)c1	8	-0.6	0.7	3	0.0	0&-20	9	0.0	6
CC(=O)c1c(C)n(CCO)c2ccc(O)cc12	-1	2.7	1.6	-3	0.7	-1	-1	-1.0	-1
CCC(=O)Nc1ccc(C(=O)N/N=C/c2c(C)[nH]c3ccccc23)cc1	-1	2.1	0.4	-2	0.7	-40	-1	0.3	-4
O=C(CCSc1ccccc1)N1CCN(c2ccccc2F)CC1	6	0.2	0.0	-3	-0.5	-24	-1	-0.5	6
CCOc1ccc(N=C(NC#N)SCC)cc1	1	-0.6	-0.6	-3	-0.6	2	-17	-0.7	3
COc1cccc(OCC(=O)NNC(=O)C(=O)N2CCCC2)c1	8	0.9	0.3	5	0.5	-2	19	1.7	-4
O=C1OC2(O)C3C4C=CC(C4)C3C(=O)N2c2ccccc21 (configuration not stated)	4	0.0	0.6	-2	1.2	6	-22	3.2	-8
Clc1ncccc1-c1nnn(-c2ccccc2)n1	4	1.1	0.6	3	-0.2	-14	14	1.1	0
COc1ccccc1NC(=O)Oc1ccc(C(C)=O)cc1	-1	1.0	0.5	-4	-0.2	-17	-5	0.8	-10
Cc1cc2ccccc2n1CCNC(=O)C(C)Oc1ccccc1 (configuration not stated)	2	0.0	0.5	-3	0.9	-19	-27	1.2	-8
CC(=O)c1sc(Nc2nc(C)cc(C)n2)nc1C	2	-1.6	-3.6	-2	-0.2	10	-4	-1.1	-30
CCCN(CCC)C(=O)Nc1ccc(F)cc1F	6	0.2	0.7	-4	0.8	-15	9	-0.7	-28

2 compounds picked at random from the list so far:
SMILES	BaF3 parental	PERK inh	S1P4 ag	Ba/F3 V617F tox	TRPML3 agonist	EP2 mod	m-calpain inh	zfTRPN1 agonist	S1P4 antagonist
CC(C)c1nc(Cl)c(C#N)c2c1COC(C)(C)C2	3	0.1	2.2	-2	0.6	30	-12	-1.0	-6
Cn1c(=O)n(CCOc2ccc(Cl)cc2Cl)c2ccccc21	3	0.3	1.4	0	0.9	51	-23	1.7	3

Continuation:
SMILES	BaF3 parental	PERK inh	S1P4 ag	Ba/F3 V617F tox	TRPML3 agonist	EP2 mod	m-calpain inh	zfTRPN1 agonist	S1P4 antagonist
CC(c1ccccc1)N1C(=O)/C(=C/c2ccncc2)SC1=S (configuration not stated)	0	-1.0	0.6	-2	2.1	-16	-36	2.2	-208
O=C1c2cccc3c(Nc4ccccc4Cl)c([N+](=O)[O-])cc(c23)C(=O)N1CCO	7	0.1	-0.7	0	-0.1	-7	24	-0.5	-29
O=C(Cc1ccccc1)NCC(=O)OCc1ccc([N+](=O)[O-])cc1	11	0.3	7.6	4	-0.7	30	21	-0.3	-16
COc1cccc2cc(-c3ccnc(N)n3)oc12	6	-0.5	0.2	4	-1.0	-44	-60	-1.7	3
Cc1cc(NC(=O)c2ccc(F)cc2F)n(-c2nc3ccccc3[nH]2)n1	6	0.7	1.1	5	0.9	4	-15	1.4	-4
CC(C)Oc1ccc(C(CC(=O)O)NC(=O)c2cccs2)cc1 (configuration not stated)	7	0.2	0.1	3	0.9	5	10	0.9	-6
O=C(O)C1CCCCC1C(=O)NCc1ccncc1 (configuration not stated)	5	0.5	1.3	-2	1.0	-13	-2	-0.1	-21
Clc1ccccc1CNc1nc2ccccc2n2cnnc12	-2	-0.4	1.4	-4	0.7	-13	-28	0.7	-3
Cc1cc(-c2ccccc2)c2c3c(cn2n1)c(=O)n(C)c(=O)n3C	-1	0.0	-0.8	-4	0.7	16	-15	0.9	-18
O=C(Nc1ccc(NC(=O)C23CC4CC(CC(C4)C2)C3)cc1)c1cc(F)c(F)cc1Cl	2	0.4	1.8	-2	1.6	4	9	-0.5	-3
Cc1nn(CC(=O)N2c3ccccc3NC(=O)C2(C)C)c(C)c1[N+](=O)[O-]	5	0.3	0.3	0	1.0	-7	27	2.0	-1
COC(=O)c1cc(-c2ccc(OC)c(OC)c2)n[nH]1	1	-0.1	-0.3	-2	0.1	-13	18	-1.1	-10
CC(OC(=O)C1=Cc2ccccc2OC1)C(=O)NC(C)(C)C (configuration not stated)	18	0.2	1.1	3	0.7	-60	15	1.0	17

An excerpt from above, reduced to BaF3 parental and TRPML3 agonist.
molecule	BaF3 parental	TRPML3 agonist
CC(C)Oc1ccc(C(CC(=O)O)NC(=O)c2cccs2)cc1 (configuration not stated)	7	0.9
O=C(O)C1CCCCC1C(=O)NCc1ccncc1 (configuration not stated)	5	1.0
Clc1ccccc1CNc1nc2ccccc2n2cnnc12	-2	0.7
Cc1cc(-c2ccccc2)c2c3c(cn2n1)c(=O)n(C)c(=O)n3C	-1	0.7
O=C(Nc1ccc(NC(=O)C23CC4CC(CC(C4)C2)C3)cc1)c1cc(F)c(F)cc1Cl	2	1.6
Cc1nn(CC(=O)N2c3ccccc3NC(=O)C2(C)C)c(C)c1[N+](=O)[O-]	5	1.0
COC(=O)c1cc(-c2ccc(OC)c(OC)c2)n[nH]1	1	0.1

Assay outcomes as filed in PubChem BioAssay.

This is a random part of the collection; 3.6% or so of the library scored in one or more.
